G6PDH counter: L. mesenteroides G6PDH inhibitors, counter-screen for G6PDH-coupled screening assays, biochemical, Leuconostoc mesenteroides enzyme | glucose-6-phosphate dehydrogenase [Leuconostoc mesenteroides] | inhibition, % at 5 µM | Purified L. mesenteroides G6PDH, diaphorase/resazurin coupled fluorescence, 45 min | 200,000 tested, 0.12% active
TLR4-MyD88 BLA: inhibitors of TLR4-MyD88 association in cells, primary screen, cell-based, HeLa CL3-4, BLA complementation, FRET ratio; inhibition, % at 8.4 µM; 200,000 tested, 0.18% active; AID 861, 2007; HeLa CL3-4 TLR4/MyD88 BLA complementation; Toll-like receptor 4 (Homo sapiens) + Myeloid differentiation primary response protein …; in the data active means inhibition above about 25%;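 further: 0% = vehicle and 100% = reference inhibitor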
Target sequence (O00206 whole entry, looked up): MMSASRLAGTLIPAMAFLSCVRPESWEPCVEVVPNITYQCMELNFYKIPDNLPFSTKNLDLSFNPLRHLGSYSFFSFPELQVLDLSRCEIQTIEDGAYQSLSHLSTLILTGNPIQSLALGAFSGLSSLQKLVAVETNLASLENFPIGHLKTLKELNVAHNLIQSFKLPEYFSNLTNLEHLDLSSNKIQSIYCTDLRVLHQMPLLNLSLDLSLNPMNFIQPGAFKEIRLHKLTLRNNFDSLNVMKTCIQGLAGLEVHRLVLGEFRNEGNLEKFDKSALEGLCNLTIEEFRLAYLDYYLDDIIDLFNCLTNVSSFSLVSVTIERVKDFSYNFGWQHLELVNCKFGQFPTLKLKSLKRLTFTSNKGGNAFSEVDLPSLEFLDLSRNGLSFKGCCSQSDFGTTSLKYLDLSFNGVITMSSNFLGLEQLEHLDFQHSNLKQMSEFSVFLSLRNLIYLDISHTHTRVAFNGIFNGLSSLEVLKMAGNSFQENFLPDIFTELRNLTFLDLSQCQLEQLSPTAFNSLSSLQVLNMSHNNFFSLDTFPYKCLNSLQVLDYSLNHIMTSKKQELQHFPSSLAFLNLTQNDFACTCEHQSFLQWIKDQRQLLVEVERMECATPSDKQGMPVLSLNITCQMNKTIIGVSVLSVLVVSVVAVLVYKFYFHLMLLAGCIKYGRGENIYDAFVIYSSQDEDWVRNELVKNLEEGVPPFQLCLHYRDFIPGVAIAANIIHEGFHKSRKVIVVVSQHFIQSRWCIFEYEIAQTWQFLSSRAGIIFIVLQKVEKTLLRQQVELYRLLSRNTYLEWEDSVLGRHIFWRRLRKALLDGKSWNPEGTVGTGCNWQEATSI
Target sequence (Q99836 whole entry, looked up): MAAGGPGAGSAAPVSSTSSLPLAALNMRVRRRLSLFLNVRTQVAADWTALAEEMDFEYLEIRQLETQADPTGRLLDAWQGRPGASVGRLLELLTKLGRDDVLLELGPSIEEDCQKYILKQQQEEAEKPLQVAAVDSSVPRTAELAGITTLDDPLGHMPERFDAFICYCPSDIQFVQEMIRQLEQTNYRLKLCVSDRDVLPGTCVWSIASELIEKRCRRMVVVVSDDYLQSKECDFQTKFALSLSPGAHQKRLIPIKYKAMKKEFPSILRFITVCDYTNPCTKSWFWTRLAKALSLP
Redox H2O2 prof: compounds producing H2O2 with reducing agent – biochemical, NIH compound library profiling, artefact control for MLSCN library redox annotation, primary screen | activation, % at 10 µM | 200,000 tested, 0.03% active | DTT-dependent redox cycling H2O2, phenol red/HRP absorbance; 100% = 100 µM peroxide control, 0% = buffer;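 active means activation of at least 50% relative to the plate's high and low controls in the primary single-dose screen; inactive means activation below 50%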;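 further: compound incubated with DTT at 0.8 mM final as the reducing agent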
PMI act hi M6P: human PMI activators, high substrate, primary screen, biochemical, fluorescence intensity, near-saturating mannose 6-phosphate | Mannose-6-phosphate isomerase (Homo sapiens), P34949 | coupled PMI enzyme assay, resazurin fluorescence, 20 min; active compounds read high; 1 = untreated enzyme, 0 = substrate-free blank | 190,000 tested, 0.34% active | activation factor at 20 µM | AID 1216, 2008;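 active means activation factor of 2 or more at 20 µM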
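assay system = human phosphomannose isomerase with PGI, G6PDH, diaphorase coupling enzymes | quantity = 15 ng/mL PMI | incubation = enzyme reaction with compound 20 min at room temperature | medium = HEPES pH 7.4 buffer with MgCl2 and Tween-20 | compound dosing = one concentration, 20 µM, in 1% DMSO | measured by = Diaphorase-driven resazurin-to-resorufin fluorescence, excitation 544, emission 590 nm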
Hsp70 activator: Hsp70 transcriptional activators, primary screen, cell-based, HeLa, Hsp70 promoter luciferase, luminescence, 10 µM; HeLa Hsp70 promoter luciferase reporter; scaled: vehicle 0, proteasome-inhibitor control 100%; activation, % at 10 µM; 200,000 tested, 0.04% active;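 active means activation above the mean across all tested compounds plus 3 SD, cutoff set per campaign, cut at about 5.5% in these data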;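 further: 100% = MG132 at 30 µM as the positive control and 0% = DMSO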
Lmaj promast: Leishmania major promastigote growth inhibition, primary screen; Leishmania major promastigotes, resazurin fluorescence viability; inhibition, % at 10 µM; 200,000 tested, 9% active; AID 1063, 2008;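 further: promastigotes grown with compound for 44 hours at 28 °C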
PMI act: activators of human PMI, primary screen, biochemical, fluorescence intensity, near-Km mannose 6-phosphate | purified human PMI, coupled resazurin fluorescence, 20 min; active compounds read high; 1 = vehicle control, 0 substrate-free wells | Mannose-6-phosphate isomerase (Homo sapiens), P34949 | 190,000 tested, 0.005% active | activation factor at 20 µM;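 active means activation factor of 2 or more at 20 µM, relative to plate controls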
Diaph inh CS: diaphorase inhibitors and chemical oxidizers, primary screen, counter-screen for diaphorase-coupled primary assays, biochemical, uHTS, resorufin fluorescence. diaphorase resazurin-to-resorufin fluorescence, NADH, 16 min; bacterial (C. kluyveri) enzyme, not human. inhibition, % at 20 µM. 190,000 tested, 0.69% active;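 active means primary screen inhibition at 20 µM above a set limit, cut at about 50% in these data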;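 further: plate controls were DMSO with full reaction for no effect and wells lacking NADH for full effect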
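controls = No-NADH positive control and DMSO neutral control | system = Clostridium kluyveri diaphorase enzyme | timing = reaction incubation of 16 min at room temperature | signal = resorufin fluorescence 544/590 nm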
Diaph act CS: compounds boosting diaphorase resazurin reduction – biochemical, uHTS, resorufin fluorescence, counter-screen for diaphorase-coupled primary assays, primary screen. Diaphorase/resazurin coupled assay, 16 min; active compounds read high; 1 = vehicle wells, 0 = NADH-free wells. activation factor at 20 µM. 190,000 tested, 0.005% active. AID 1229, 2008;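 active means diaphorase activity raised at least twofold by the compound at 20 µM; inactive means activation factor below 2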
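Measured by – red resorufin fluorescence at 544/590 nm excitation/emission · Test system – Clostridium kluyveri diaphorase, purified enzyme · Incubation – reaction time 16 min, room temperature · Buffer or medium – 50 mM HEPES pH 7.4 with 4.542 mM MgCl2, 0.005% Tween 20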
S1P3 antagonist: S1P3 receptor antagonists, primary screen, cell-based; CHO S1P3 NFAT-BLA reporter, FRET fluorescence, antagonist mode; inhibition, % at 4.98 µM; 170,000 tested, 0.27% active; AID 485, 2006;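 active means inhibition above the plate cutoff, the mean inhibition of test wells on that plate plus 3 SD, cut at about 28% in these data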;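 further: cells challenged with S1P at its EC80 of 0.8 µM; blue over green emission ratio from cleaved BLA substrate after 4 h stimulation; 0% = S1P-stimulated wells and 100% = unstimulated DMSO-only wells; some compounds past the cut are filed as inactive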
RAM inhibit: inhibitors of the yeast RAM network, primary screen, dse1pr::URA3 reporter, 5-FOA selection; S. cerevisiae dse1pr::URA3 reporter, 5-FOA growth OD615, 2 d; analog-sensitive cbk1-as2 kinase mutant strain; inhibition, % at 50 µM; 190,000 tested, 1.8% active; AID 868, 2007;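 active means inhibition above a set limit, 3 SD over mean compound inhibition, cut at about 8.4% in these data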;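 further: 0% = DMSO-only wells with no growth and 100% = 10 µM 1-NA-PP1 full growth; inhibition rescues growth on 5-FOA so higher OD means more RAM inhibition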
* marks the source's active call; other numbers are inactive results; / = not tested or not shown; & = joins results of further samples. Unless noted, no stated cut-off is given here; in the data, active means inhibition above about 50%; inactive means the rest.

SMILES	G6PDH counter	TLR4-MyD88 BLA	Redox H2O2 prof	PMI act hi M6P	Hsp70 activator	Lmaj promast	PMI act	Diaph inh CS	Diaph act CS	S1P3 antagonist	RAM inhibit
CCCC(=O)Nc1cc2c(cc1C(C)=O)OCCO2	8	-7	-0.8	1	-0.1	-5	1	7	0.9	-2	0.8
COc1ccc(C2C(C(=O)c3ccccc3)N3c4ccccc4C=CC3C2[N+](=O)[O-])cc1 (stereo not drawn)	6	5	1.1	1.1	-0.4	44	1.5	-5	1	12	6.5
CC(C)CCNC(=O)CCCOc1ccccc1	-1	0	0.2	1	0.6	-5	1.1	8	0.9	/	0.0
COc1cc(C)nc(NCc2ccccc2)n1	-6	11	2.1	1	0.0	47	1	-1	1	-14	0.9
COc1ccc(C)cc1NC(=O)c1ccc(OC(F)F)cc1	-4	4	-0.2	1	-0.4	-6	1	18	0.8	4	0.1
Cc1nc2nc(C)n(-c3ccccc3)c2s1	7	5	2.5	1	-0.2	-3	1	11	0.9	-25	1.7
Cc1ccc(/C=N\NC(=O)Cc2cccn2C)o1	-3	7	0.0	1.1	0.3	-6	1.3	8	0.9	-12	0.7
O=C(O)CN1C(=O)/C(=C\c2cn(CC(=O)N3CCOCC3)c3ccccc23)SC1=S	1	5	-0.2	0.9	-0.2	-4	0.9	11	0.9	-7	5.5
Cc1cc(C)nc(N2CCCC(C(=O)NCC(c3ccccc3)c3ccccc3)C2)n1 (stereo not drawn)	5	-1	2.3	0.9	-0.2	-2	0.9	4	1	/	4.8
Cc1nc(N2CCCCC2)c2ccsc2n1	2	-2	0.6	1.1	0.0	-3	1	14	0.9	/	2.0
C=CCn1c(C)c(C(C)=O)c(N2CCOCC2)nc1=S	1	1	2.1	0.9	-0.3	-11	0.8	16	0.8	-16	0.6
O=C(CSc1nnc(SCC(=O)NCc2ccc3c(c2)OCO3)s1)NCc1ccc2c(c1)OCO2	-7	0	-1.7	1	0.1	-4	0.9	8	0.9	/	2.8
Cc1nc2ccccc2nc1CN1CCN(Cc2ccc(F)c(F)c2)C(CCO)C1 (stereo not drawn)	8	8	-1.3	0.6	-0.4	5	0.9	25	0.8	8	1.0
CCOC(=O)c1ccc(N=C2SC(C(=O)Nc3ccc(C(=O)O)cc3)CC(=O)N2Cc2cccs2)cc1 (stereo not drawn)	6	-1	-1.0	0.9	-0.1	5	0.9	19	0.8	6	5.8
Cc1n[nH]c(C)c1SCC(=O)Nc1ccc(F)cc1	8	-11	1.0	1.1	-0.2	-3	1	8	0.9	-13	1.4
Nc1nc(Nc2ccccc2)nc2ccccc12	0	-6	0.8	1.1	0.0	80*	1.1	2	1	2	0.3
CCOC(=O)/C(C#N)=C/c1ccc(OC)c(OC)c1	-4	4	-0.1	0.9	-0.3	-1	0.9	10	0.9	/	1.2
COc1ccc2c(C=O)cn(C)c2c1	10	0	-0.3	1.1	-0.1	-2	1.1	1	1	-13	0.6
COc1ccc(N2CC(C(=O)NC3=NCCS3)CC2=O)cc1 (stereo not drawn)	12	5	2.8	/	-0.4	-4	/	/	/	-20	0.8
CCN(C(=O)Cn1c(=O)oc2ccccc21)c1cccc(C(F)(F)F)c1	3	4	2.0	1	0.4	-1	1.1	10	0.9	-6	-0.4
CCOc1ccc2nc3sc(C(=O)N4CCN(C)CC4)c(N)c3cc2c1	0	-1	2.5	1.4	-0.4	8	1.1	18	0.8	-6	-0.4
CCCCNC(=O)c1ccccc1NC(=O)CCC	11	-6	-0.4	1	0.2	-2	1	6	0.9	-6	0.1
Clc1ccc(Cc2ccccc2)nn1	10	-2	2.8	0.9	-0.3	-2	0.9	13	0.9	/	-0.6
Cc1ccc(-c2nc(C3CCCN(S(=O)(=O)c4ccc(C(C)(C)C)cc4)C3)no2)cc1 (stereo not drawn)	-11	-16	-0.5	1	0.2	-8	1	8	0.9	/	2.3
C(=N\c1nccs1)/Nc1nccs1	3	1	1.1	1	-0.4	5	1	2	1	-14	2.5
Cc1cc(C(=O)N[C@H](c2ccccc2)[C@@]2(C)C[C@@H]2[C@@H](C)C(=O)Nc2ccc3ccccc3c2)no1	14	10	0.6	0.9	-0.1	7	0.9	24	0.8	7	5.4
O=C(NC1CCCCC1)C1c2ccccc2C(=O)N1Cc1ccc2c(c1)OCO2 (stereo not drawn)	6	-4	-0.1	1.1	-0.1	33	1.1	-1	1	6	2.4
Cc1cc(Nc2c(C)n(C)n(-c3ccccc3)c2=O)n2c(nc3ccccc32)c1C#N	33	-10	-0.2	1.1	-0.5	-5	0.9	19	0.8	/	-0.7
CCOc1ccc(-n2c(SCC(=O)NC3CCS(=O)(=O)C3)nnc2-c2cccnc2)cc1 (stereo not drawn)	3	20	2.2	1	-0.1	-4	1	4	1	0	1.2
CCCN(CCC)CC(O)Cn1cc(/C=C/C(=O)c2cccs2)c2ccccc21 (stereo not drawn)	-14	39*	2.6	0.8	-0.4	64*	0.8	8	0.9	8	0.3
O=c1cc(O)c2c(=O)n(-c3ccccc3)c3c(c2o1)CCCCC3	17	-2	0.2	0.9	-0.4	1	1	12	0.9	-5	-0.4
O=C(CN1CCN(Cc2ccccc2)CC1)N/N=C/C=C/c1ccccc1[N+](=O)[O-]	-7	5	-0.1	1	-0.3	7	0.9	5	0.9	-17	-1.0
O=C(O)c1ccc(CNCc2cccc(Cl)c2Cl)cc1	4	-1	0.1	1	-0.2	-1	0.9	16	0.8	/	1.0
Nn1c(SCC(=O)NC(=O)NC2CCCC2)nnc1-c1ccccc1F	-1	-5	-0.2	1	-0.4	-1	1.1	6	0.9	7	0.8
O=C(O)c1cccc(N/N=C/c2cn(-c3ccccc3)nc2-c2cccs2)c1	-2	3	0.6	1.3	0.2	2	1.4	15	0.9	-11	0.6
COc1ccc(C)cc1NC(=O)CN1CCN(S(=O)(=O)c2ccc(C(C)C)cc2)CC1	-54	0	2.8	0.8	1.4	5	0.8	30	0.7	0	2.2
Cc1c(-c2nnnn2-c2ccc(F)cc2)cnc2cc3c(cc12)OCO3	1	-5	-4.2	0.9	0.3	3	1	14	0.9	/	0.4
O=[N+]([O-])c1ccc(N2CCN(S(=O)(=O)c3ccccc3)CC2)cc1NCC1CCCO1 (stereo not drawn)	-1	-10	0.2	1.2	-0.2	14	1	-3	1	6	3.3
Nc1ncnc(N2CCOCC2)c1N	5	-15	-0.6	0.7	-0.1	-3	0.8	11	0.9	-9	1.2
Cc1cc(C)n(-c2nc3ccccc3c(=O)n2OC2CCCCC2)n1	1	-15	2.1	1	-0.6	19	1	6	0.9	8	1.5
CC(C)=NOC(=O)c1ccc(-c2ccccc2)cc1	0	-14	0.1	1	0.1	33	1	16	0.8	-18	-1.2
CC(Oc1ccccc1)C(=O)NC1=NCCS1 (stereo not drawn)	5	6	-0.8	1	-0.1	-6	1	6	0.9	-3	1.7
NS(=O)(=O)c1ccc(NC(=S)NC(=O)c2ccco2)cc1	0	-16	0.0	1.1	-0.1	3	1	1	1	1&1	0.9
COc1ccc(-c2noc(CN(C)S(=O)(=O)c3ccc(Cl)cc3)n2)cc1OC	-24	-13	0.5	0.9	-0.1	-1	0.8	20	0.8	11	2.9
O=C1CCC(/C=C/c2ccccc2)=NN1Cc1ccc(F)cc1	5	-1	14	1	-0.4	-7	1.1	13	0.9	-6	2.9
Nc1ccccc1C(=O)Nc1cccc(C(=O)O)c1	0	0	0.6	0.9	-0.2	-3	0.9	20	0.8	/	-0.3
CCCC(=O)c1cc(-c2nc3ccccc3n2C)n(C)c1	-18	0	-0.6	0.8	0.0	3	0.9	21	0.8	-8	0.7
Cc1cc(C(=O)N/N=C/c2ccccn2)n[nH]1	6	-4	-0.2	1	0.3	1	1	4	1	-36	1.4
Cc1ccc(N(CC(O)Cn2c3ccccc3c3ccccc32)S(C)(=O)=O)c(C)c1 (stereo not drawn)	6	0	-5.3	0.8	0.3	-3	0.8	33	0.7	/	5.6
CCOC(=O)C1=C(C)Nc2sc(C(=O)c3ccc(F)cc3)c(N)c2C1c1ccc(C(=O)OC)cc1 (stereo not drawn)	-20	-11	0.2	1	-0.3	91*	0.8	8	0.9	-7	8.4
CCc1nccn1C(=O)c1cnn2c(C(F)F)cc(-c3ccccc3)nc12	3	-12	-4.5	1.1	-0.3	-3	1	30	0.7	/	0.3
COc1ccccc1N1CCN(C(c2ccc(C)cc2)c2nnnn2C(C)C)CC1 (stereo not drawn)	11	-10	0.2	1	0.1	22	1.1	10	0.9	32	-0.5
COc1ccc(C(=O)CSc2nnc(-c3ccccc3)o2)cc1	4	8	-0.1	1	-0.2	-6	1.1	0	1	-34	3.5

Individual results from above.
CC(Oc1ccccc1)C(=O)NC1=NCCS1 (stereo not drawn) @ Diaph inh CS = 6
CCCN(CCC)CC(O)Cn1cc(/C=C/C(=O)c2cccs2)c2ccccc21 (stereo not drawn) @ Diaph inh CS = 8
Cc1cc(Nc2c(C)n(C)n(-c3ccccc3)c2=O)n2c(nc3ccccc32)c1C#N @ Hsp70 activator = -0.5
CC(C)=NOC(=O)c1ccc(-c2ccccc2)cc1 @ Lmaj promast = 33

Whole records, quoted from the list. Order of values: G6PDH counter, TLR4-MyD88 BLA, Redox H2O2 prof, PMI act hi M6P, Hsp70 activator, Lmaj promast, PMI act, Diaph inh CS, Diaph act CS, S1P3 antagonist, RAM inhibit
Shown for `Cc1nc2ccccc2nc1CN1CCN(Cc2ccc(F)c(F)c2)C(CCO)C1` (stereo not drawn) → 8, 8, -1.3, 0.6, -0.4, 5, 0.9, 25, 0.8, 8, 1.0
Shown for `COc1ccc(C(=O)CSc2nnc(-c3ccccc3)o2)cc1` → 4, 8, -0.1, 1, -0.2, -6, 1.1, 0, 1, -34, 3.5
